Nrf2 inh: Nrf2 pathway inhibition; Potency, µM (doses to about 46 µM), without a hit: at the top dose activity change, negative = inhibition, most hits filed as inhibitors; 2.1% of 360,000 active; A549 ARE-Fluc reporter, luciferase luminescence, 18-24 h; note: potency is the fitted concentration of half-maximal effect; % is set by controls: 0 for no effect and ±100 for the full control effect; nearly all actives have a fitted effect of over 60% in size
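Nrf2 activity is the BugLite luminescence, read 15 min after reagent at room temperature, following CellTiter-Fluor cytotoxicity readout (30 min, 37C). Compound titrations were applied for 18-24 h to 5000 A549 ARE_Fluc cells/well in 5% FBS OPTI-MEM.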
HepG2 tox: kills HepG2 cells in TGF-b inhibitor counter-screen; Potency, µM (series often up to 46.1 µM), inactives show at the highest dose activity change, negative = cytotoxicity, usual class: cytotoxic; HepG2 CAGA-GFP viability, ATP luminescence, 18 h; 0.76% of 410,000 active; AID 588856; note: potency is the fitted concentration of half-maximal effect; some results filed as inactive show a strong effect at the top dose
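CellTiter-Glo luminescence gave cytotoxicity after 18 hours at 37 degrees C. The cells were HepG2 CAGA-GFP in 1% FBS DMEM, stimulated with 500 pg/mL TGF-beta after compound addition. %Activity was normalised to no-cell wells (complete cell-killing) and DMSO (no toxicity), and curves were fitted and classified.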
ATXN viability: viability counter-screen for ATXN expression inhibitors; Potency, µM (highest dose often 56.7 µM), hits mostly cytotoxic; 0.49% of 400,000 active; S2 cells (HEK-293 line with an ATXN2-luciferase reporter) viability, CellTiter-Fluor protease fluorescence, 24 h; note: potency is the fitted concentration of half-maximal effect; nearly all actives have a fitted effect of over 40% in size
ATXN2 expr inh: ATXN2 expression inhibition; 0.72% of 360,000 active; Potency, µM (series often up to 57 µM), inactives show top-dose activity change, negative = inhibition, usual class: inhibitors; HEK-293 ATXN2-luciferase reporter, luminescence, 24 h; note: potency is the fitted concentration of half-maximal effect; % is set by controls: 0 for no effect and ±100 for the full control effect; nearly all actives have a fitted effect of over 55% in size
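qHTS (up to 57 uM final) was run with 24 h compound exposure of reporter cells at 37 °C. Each well was multiplexed: SteadyGlo luminescence measured ATXN2-luciferase expression after a fluorogenic Gly-Phe-AFC viability readout (25 uM final).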
A549 viability: A549 cytotoxicity, counter-screen for Nrf2 inhibitors; A549 ARE-Fluc cells, CellTiter-Fluor viability, 18-24 h; Potency, µM (series often up to 46 µM), for the others: at the highest dose activity change, negative = cytotoxicity, usual class: inhibitors; 0.16% of 390,000 active; note: potency is the fitted concentration of half-maximal effect; % is set by controls: 0 for no effect and ±100 for the full control effect
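Cytotoxicity counterscreen: CellTiter-Fluor fluorescence was measured in A549 ARE_Fluc cells after 18-24 h of compound exposure in a concentration series. The subsequent BugLite luminescent read reports ARE-luciferase activity.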
Nrf2 ARE act: activates Nrf2 signaling | AREc32 ARE-luciferase reporter (MCF7-derived line), luminescence, 24 h | Potency, µM (titrated, usually from 46.1 µM), without a hit: top-dose activation, usual class: activators | 0.31% of 410,000 active; note: potency is the fitted concentration of half-maximal effect; % of control where 0% means no effect; nearly all actives have a fitted effect of over 65% in size
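Cells of the AREc32 ARE-luciferase line are plated in OPTI-MEM containing 5% FBS and left overnight at 37 deg C. Compounds are pinned in, incubation continues 24 hr, and firefly luciferase signal is then measured.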
IL-1B inflam inh: blocks inflammasome-driven IL-1 beta release; THP-1 LPS/ATP IL-1B secretion, AlphaLISA, 16 h; active compounds read low; activity change, % at 57.5 µM; 4.7% of 360,000 active; AID 743279; in the data active = activity change below about -50%; inconclusive = mostly about -30% to -49%; note: % is set by controls: 0 for no effect and ±100 for the full control effect
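THP-1 cells pretreated 1 hr with compounds (up to 57.5 uM final), then stimulated with LPS (250 ng/mL final) plus ATP (1.25 mM final); secreted IL-1B measured by AlphaLISA after 16 hr, decreased signal indicating inhibition.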
TGFb inhibitor: blocks TGF-b signaling; Potency, µM (series often up to 46.1 µM), inactives show top-dose activity, negative = inhibition, usual class: inhibitors; HepG2 CAGA-GFP TGF-b/SMAD3 reporter, GFP fluorescence, 18 h; TGF-beta stimulated, 500 pg/mL final; 1.2% of 410,000 active; note: potency is the fitted concentration of half-maximal effect; % is set by controls: 0 for no effect and ±100 for the full control effect; nearly all actives have a fitted effect of over 65% in size
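HEPG2 CAGA-GFP, 1000 cells/well; 2 h settle, 37 C; cpd via pin tool; TGF-b 500 pg/mL final; 18 h, 37 C; GFP imaging ex488/em500-530; %Activity normalised to -TGF-b and +DMSO controls; CRC fit, curve class.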
MCF10A rerep: inducers of DNA re-replication in MCF 10A breast cells; MCF 10A DNA re-replication, Hoechst nuclear intensity, 48 h; Potency, µM (series often up to 46.1 µM), for the others: at the highest dose activity, positive = re-replication, actives largely listed as activators; 2.9% of 350,000 active; note: potency is the fitted concentration of half-maximal effect; % of control where 0% means no effect; nearly all actives have a fitted effect of over 50% in size
Starred values were filed as active, the others as inactive; i = inactive; ? = inconclusive; / = no result given; [ ] = remark or other dose. Unless noted, calls come from the whole dose curve; as a rule, active = well fitted curve in the direction sought with a large enough effect; inconclusive = small, poorly fitted or top-dose-only effect, or another doubt; inactive = no such curve, though single readings can be large; an effect the other way counts as inactive or inconclusive.

SMILES	Nrf2 inh	HepG2 tox	ATXN viability	ATXN2 expr inh	A549 viability	Nrf2 ARE act	IL-1B inflam inh	TGFb inhibitor	MCF10A rerep
COc1ccc(CN(C)Cc2c(O)ccc3ccccc23)cc1	-1%	0%	i	20%	-5%	8.6%	-21	0%	0%
O=C(CNC(=O)c1ccccc1)OCc1cccc([N+](=O)[O-])c1	19%	11%	i	3%	9%	-0.2%	-4	-7%	-5%
COc1ccc(C2=NN(CN3C(=O)C(=O)c4ccccc43)C(c3ccc(C)cc3)C2)cc1 (stereo not given)	27%	-19%	i	25%	-9%	5.3%	-17	0%	29%
Cc1cccc(C)c1NC(=O)CNC(=O)c1ccc2c(c1)OCCO2	-3%	-30%	i	-10%	0%	2.9%	-3	-11%	-8%
CC1(C(=O)NCc2ccc3c(c2)OCO3)CCN1C(=O)Cc1cccc2ccccc12 (stereo not given)	/	-7%	?	-8%	/	-0.1%[9.22 µM]	-21	3%	/
CC(C)(C)c1ccc(C(=O)OCC(=O)NCc2ccco2)cc1	-3%	-9%	i	6%	0%	?	-17	11%	24%
Nc1nc(Nc2ccccc2)nc(C(F)(F)F)n1	3%	-2%	i	14%	2%	2.5%	-3	2%	4%
CCOc1ccc(C2C(C(=O)Nc3ccccc3)=C(C)Nc3nc(-c4ccccc4Cl)nn32)cc1OC (stereo not given)	?	-17%	i	-8%	-13%	17%	/	-8%	/
O=C(N/N=C/c1ccc(Cl)cc1Cl)c1cccc(N2CCCC2=O)c1	-14%	-11%	i	-16%	1%	0.4%	?	-3%	-5%
C=CCNC(=S)N1CCC(C(=O)c2ccc3c(c2)OCCO3)CC1	-19%	-2%	?	-13%[11.3 µM]	-7%	-0.9%	29	1%	-1%
COc1ccc([N+](=O)[O-])cc1N(CC(=O)NCc1ccco1)S(C)(=O)=O	-9%	8%	?	2%	2%	0.2%	1	9%	27%
CNCCCC1Sc2ccccc2Oc2ccccc21 (stereo not given)	25%	-67%	i	?	-20%	-0.4%	-73*	8%	20%
CCOc1ccc(-c2nc(C)c(C(C)=O)n2O)cc1	?	-28%	i	15%	-2%	0.5%	13	2%	13%
O=C(Nc1ccc(Cl)cc1)N1CCN(C(=O)C2CCCO2)CC1 (stereo not given)	-13%	0%	i	-1%	-1%	-0.6%	16	0%	-3%
O=C(CCC(=O)NNc1nc2ccccc2c2nc(-c3ccccc3)nn12)NCCCN1CCOCC1	4%	-20%	i	7%	-5%	10%	-14	6%	12%

Look-ups from the results shown.
Value for `COc1ccc(CN(C)Cc2c(O)ccc3ccccc23)cc1` in Nrf2 inh: -1%
Value for `O=C(CNC(=O)c1ccccc1)OCc1cccc([N+](=O)[O-])c1` in Nrf2 inh: 19%
Value for `Nc1nc(Nc2ccccc2)nc(C(F)(F)F)n1` in Nrf2 inh: 3%
Value for `CCOc1ccc(C2C(C(=O)Nc3ccccc3)=C(C)Nc3nc(-c4ccccc4Cl)nn32)cc1OC` (stereo not given) in Nrf2 ARE act: 17%

Back to the main list; the 2 compounds before the break are reprinted first.
SMILES	Nrf2 inh	HepG2 tox	ATXN viability	ATXN2 expr inh	A549 viability	Nrf2 ARE act	IL-1B inflam inh	TGFb inhibitor	MCF10A rerep
O=C(Nc1ccc(Cl)cc1)N1CCN(C(=O)C2CCCO2)CC1 (stereo not given)	-13%	0%	i	-1%	-1%	-0.6%	16	0%	-3%
O=C(CCC(=O)NNc1nc2ccccc2c2nc(-c3ccccc3)nn12)NCCCN1CCOCC1	4%	-20%	i	7%	-5%	10%	-14	6%	12%
CCc1nnc(NC(=O)CSc2nnc(-c3ccccc3NC(=O)c3ccccc3)o2)s1	?	-24%	i	-10%	0%	0.4%	31	-17%	?
CCCCCCN=CC1=C(O)CC(C)(C)CC1=O	5%	-6%	i	-3%	-4%	0.2%	6	20%	16%
O=C(CN1CCN(S(=O)(=O)c2ccccc2F)CC1)Nc1ccnn1C1CCCC1	?	-20%	?	/	2%	0.4%	16	-20%	-1%
C=CCN=C1CCCc2c1[nH]c1ccc(C)cc21	4%	-34%	i	26%	9%	5.7%	-1	8%	-10%
Cc1onc(-c2c(F)cccc2Cl)c1C(=O)OCC(=O)NC1CC1	-2%	-5%	i	/	7%	-0.6%	-6	-7%	1%
COc1cccc(CNC(=O)c2ccc(Cn3c(SCc4ccccc4)nc4cccnc43)cc2)c1	-11%	-22%	?	2%	0%	1.1%	/	-66%	/
Cc1cccc(NC(=O)c2cnn3ccccc23)c1C	-31%	-7%	?	0%	-8%	0.1%	-53*	-2%	?
COc1ccccc1/C=C1\SC(=S)N(N2C(=O)CCCC2=O)C1=O	12%	-2%	i	9%	1%	13%	-3	0%	10%
Cc1ccc(-c2cc(-c3ccccc3O)nc(N/N=C/c3cccnc3)n2)cc1	?	1%	?	-9%	-21%	0.3%	6	?	-1%
Cc1cccc(C(=O)NC2CCN(C(=O)Nc3ccc(F)cc3)CC2)c1	-18%	4%	i	-12%	-4%	-0.1%	-3	-5%	-1%
Cc1c(C(=O)N2CCC2)oc2c(F)cccc12	1%	-6%	i	-15%	-15%	1.7%	13	13%	0%
Cc1cc(Br)ccc1NC(=O)C1(S(=O)(=O)c2ccc(Cl)cc2)CC1	-11%	-15%	?	13%	0%	0.3%	/	-16%	/
Cc1nccn1CCC(=O)NC1CC(C)(C)Cc2c1cnn2-c1ccccc1 (stereo not given)	/	-1%	?	/	/	-0.6%	-3	1%	/
CCCCN(C)CCNC(=O)c1cc(=O)[nH]c2ccc(S(=O)(=O)N3CCCCCC3)cc12	/	0%	i	-6%	-1%	-0.4%	/	-14%	/
COc1ccc(CNC(=O)[C@H](C)NC(=O)C2CC(=O)N(c3ccc(OC)cc3)C2)cc1 (stereo not given in full)	-8%	0%	i	0%	-14%	-1.0%	7	1%	0%

Compound profiles, as listed above. Order of screens: Nrf2 inh | HepG2 tox | ATXN viability | ATXN2 expr inh | A549 viability | Nrf2 ARE act | IL-1B inflam inh | TGFb inhibitor | MCF10A rerep
`Cc1cccc(C(=O)NC2CCN(C(=O)Nc3ccc(F)cc3)CC2)c1` is listed with -18% | 4% | i | -12% | -4% | -0.1% | -3 | -5% | -1%
`O=C(CN1CCN(S(=O)(=O)c2ccccc2F)CC1)Nc1ccnn1C1CCCC1` is listed with ? | -20% | ? | / | 2% | 0.4% | 16 | -20% | -1%
`COc1cccc(CNC(=O)c2ccc(Cn3c(SCc4ccccc4)nc4cccnc43)cc2)c1` is listed with -11% | -22% | ? | 2% | 0% | 1.1% | / | -66% | /
`C=CCN=C1CCCc2c1[nH]c1ccc(C)cc21` is listed with 4% | -34% | i | 26% | 9% | 5.7% | -1 | 8% | -10%
`COc1ccccc1/C=C1\SC(=S)N(N2C(=O)CCCC2=O)C1=O` is listed with 12% | -2% | i | 9% | 1% | 13% | -3 | 0% | 10%

(list continues)
SMILES	Nrf2 inh	HepG2 tox	ATXN viability	ATXN2 expr inh	A549 viability	Nrf2 ARE act	IL-1B inflam inh	TGFb inhibitor	MCF10A rerep
CCc1ccc(-c2nn(Cc3ccccc3)cc2/C=C/C(=O)O)cc1	/	-18%	i	0%	0%	0.3%	15	7%	5%
CCCOc1ccc(-c2cnc(SCC(N)=O)nc2N)cc1	/	-27%	i	9%	-14%	2.1%	6	2%	11%
CS(=O)(=O)Nc1ccc(C(=O)NC2CCCC2)cc1	0%	-1%	i	5%	2%	-0.3%	7	4%	1%
Clc1ccc2c(NCc3cccs3)ncnc2c1	16µM*	-3%	i	/	-4%	-0.4%	50	-8%	7%
O=C1CC(c2ccccc2F)C2=C(COC2=O)N1 (stereo not given)	1%	4%	i	-17%	-6%	-0.5%	-1	-4%	-2%
CC(C(=O)c1ccccc1)n1cnc2ccccc2c1=O (stereo not given)	12%	-19%	i	-3%	0%	-0.9%	3	2%	3%
C[C@@H]1OC(C2CCCCC2)N(C)[C@H]2C[C@H]3c4[nH]c5ccccc5c4CCN3C[C@@H]12 (stereo not given in full)	/	-9%	i	1%	/	5.1%	-11	-26%	/
CCCCOc1cccc(C(=O)O)c1	/	-2%	i	2%	-2%	-0.3%	22	-15%	-9%
CNC(=O)c1oc(-c2ccc(Cl)cc2)nc1C	0%	15%	i	/	-2%	6.0%	-6	-4%	-2%
CC(=NNc1nc2ccccc2o1)c1cc2ccccc2cn1	?	-52%	i	?	10µM*	-1.8%	-102*	0.32µM*	?
CCOC1(NC(=O)c2ccccc2)C(C)=CC(=O)C=C1C	19%	1%	?	3%	5%	-0.1%	27	-2%	4%
CC1(C)N=C(SCc2ccc(F)cc2)c2ccccc2N1	?	10%	i	11%	1%	-0.7%	/	-16%	/
COc1ccc(/C=C/C(=O)c2c(O)c(OC)c3occc3c2OC)cc1	?	-34%	i	/	1%	?	?	-1%	?
Cc1nn(C(=O)CNC(=O)c2ccccc2)c(C)c1C	-8%	-19%	i	-8%	1%	0.7%	-11	28%	-3%
CCNS(=O)(=O)c1cc(S(C)(=O)=O)ccc1Cl	8%	1%	i	-4%	7%	0.1%	-7	6%	0%
COc1cccc(NC(=O)CSc2nnc(-c3cc(-c4ccccn4)nc4ccccc34)o2)c1	/	-19%	i	11%	-3%	0.1%	0	3%	3%
Cc1cc(C)cc(C(=O)NCC(=O)N2CCN(C(c3ccccc3)c3ccccc3)CC2)c1	18%	6%	i	?	-3%	-0.2%	-11	-20%	16µM*
CCC(=O)Nc1nc(CC(=O)Nc2ccccc2)cs1	10%	-36%	i	-4%	-18%	-0.3%	16	?	6%
